CendR NRP1 mod: NRP-1/CendR interaction modulation; hit rate 0.85% among 360,000; O14786; FAM-RPARPAR peptide binding to NRP-1, fluorescence polarization; inhibition, % at 25 µM;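 active = inhibition or corrected inhibition above about 18%, plus a signal ratio from 0.5 to 1.5, limit read from the data, passing the limit was not always enough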; also: strong numbers were not always called active
MT1-MMP act inh: MT1-MMP (human) activation inhibition; AID 651647; P50281; hit rate 0.061% among 360,000; GFP/RFP ratio change, % at 20 µM; HT1080 RFP-PRO-GFP cells, GFP/RFP ratio fluorescence, overnight; percent of plate control window, DMSO zero;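 active = GFP/RFP ratio change of at least 30% with cell ATP level not reduced by more than half and red fluorescence within 50% of control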; also: strong numbers were not always called active
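Test system: HT1080 cells expressing an RFP-PRO-GFP fluorescent reporter construct / Compound dosing: single-point 20 µM compound, 1% DMSO / Schedule: cells overnight before dosing, compound overnight, 37 °C, 5% CO2 / Evaluation: GFP/RFP fluorescence ratio / Control set: DMSO and RFP-L50D-GFP cell wells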
FAS-TE inh: inhibitors of human fatty acid synthase thioesterase domain; P49327; AID 602261; inhibition, % at 15 µM; recombinant FAS-TE, OMFH fluorogenic substrate, fluorescence endpoint; hit rate 0.67% among 360,000;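 active = compounds whose normalised, plate-corrected inhibition of enzyme fluorescence in the single-dose primary screen is 50% or more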;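 also: 0% = DMSO with enzyme and 100% = substrate without enzyme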
eLon inh: inhibitors of E. coli Lon protease | P0A9M0 | purified E. coli Lon protease, fluorescence polarization | inhibition, % at 7.94 µM | hit rate 0.42% among 360,000; in the data active = inhibition above about 13%, passing the limit was not always enough;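 also: 0% = enzyme with probe and DMSO and 100% = no enzyme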
Target sequence (P0A9M0 whole entry, looked up): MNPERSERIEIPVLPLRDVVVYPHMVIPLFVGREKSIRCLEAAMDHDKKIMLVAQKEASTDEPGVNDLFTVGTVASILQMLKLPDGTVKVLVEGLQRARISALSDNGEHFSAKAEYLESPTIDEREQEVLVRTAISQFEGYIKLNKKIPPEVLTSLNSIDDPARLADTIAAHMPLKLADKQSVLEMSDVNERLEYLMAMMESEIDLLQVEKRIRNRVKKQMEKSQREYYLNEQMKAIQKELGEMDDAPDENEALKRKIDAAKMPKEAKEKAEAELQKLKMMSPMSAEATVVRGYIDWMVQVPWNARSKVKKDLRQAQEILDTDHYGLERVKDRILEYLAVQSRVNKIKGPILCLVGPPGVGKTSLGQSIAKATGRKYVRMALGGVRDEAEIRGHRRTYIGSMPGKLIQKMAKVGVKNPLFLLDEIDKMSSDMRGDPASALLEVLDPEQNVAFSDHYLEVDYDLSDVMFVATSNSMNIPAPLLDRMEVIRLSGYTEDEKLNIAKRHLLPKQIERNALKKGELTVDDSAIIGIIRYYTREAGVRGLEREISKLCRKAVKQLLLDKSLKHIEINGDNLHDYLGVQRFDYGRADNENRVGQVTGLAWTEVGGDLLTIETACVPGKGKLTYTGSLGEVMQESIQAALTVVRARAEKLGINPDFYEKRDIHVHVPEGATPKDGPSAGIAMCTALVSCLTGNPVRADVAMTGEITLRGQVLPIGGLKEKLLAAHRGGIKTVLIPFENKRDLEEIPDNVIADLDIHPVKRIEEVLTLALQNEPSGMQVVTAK
Rin1-Abl PPI inh: human Rin1-Abl interaction inhibition; AID 588664; TR-FRET Rin1/Abl binding, biochemical; hit rate 0.4% among 360,000; inhibition, % at 7.35 µM; in the data active = inhibition above about 5%, passing the limit was not always enough
MsrA act: activates bovine MsrA enzyme | purified bovine MsrA, absorbance read-out | activation, % at 10.6 µM | hit rate 0.3% among 360,000; in the data active = activation above about 7.5%;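 also: 0% = vehicle and 100% = reference activator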
MsrA inhibitor: bovine MsrA inhibition; purified bovine MsrA, absorbance read-out; hit rate 0.75% among 360,000; inhibition, % at 15.5 µM; in the data active = inhibition above about 4.5%;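 also: 0% = vehicle wells with enzyme and 100% = reference inhibitor wells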
SKN-1 inh: inhibitors of C. elegans SKN-1. C. elegans VP596 Pgst-4::GFP/RFP ratio, acrylamide-induced, 24 h. inhibition, % at 21.8 µM. hit rate 0.49% among 360,000. AID 624304;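 active = interference check ratio from 0.5 to 1.5 plus GFP to RFP signal ratio inhibition reaching or exceeding a fixed threshold, cut at about 30% in these data, passing the limit was not always enough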; also: some compounds called inactive have numbers as strong as hits
Neddyl block: blocks human cullin neddylation; TR-FRET cullin neddylation, biochemical; calls only at 25 µM; hit rate 0.58% among 360,000; in the data active = inhibition above about 36%
* hit, by the source's call; i = inactive; x = not tested or not shown; + = active, no number.

The first six entries as a preview:
Each structure is followed by: CendR NRP1 mod	MT1-MMP act inh	FAS-TE inh	eLon inh	Rin1-Abl PPI inh	MsrA act	MsrA inhibitor	SKN-1 inh	Neddyl block
[1] COc1cccc(C(=O)C2CCCN(C/C=C/c3ccccc3OC)C2)c1 (configuration not stated)
  7	0	-4	-4	1	-2	-1.1	0	i
[2] C=CCn1c(O)c(N=NC(=O)c2ccccc2NS(=O)(=O)c2cccs2)c2ccccc21
  8	8	-10	-1	-1	-6	-0.7	1	i
[3] COc1ccccc1N1C(=O)c2ccccc2NC1c1ccc(O)cc1 (configuration not stated)
  3	0	-2	-8	0	-3	1.1	12	x
[4] Cc1ccccc1CC(=O)Nc1ccc2c(C)cc(=O)oc2c1
  14	2	-4	4	2	-4	-0.7	18	+
[5] CC(=O)Nc1ccc(CN(C)c2c(C)nc3ccc(C(=O)N(C)Cc4ccco4)cn23)cc1
  9	-4	-6	5	-3	0	0.3	8	i
[6] O=C(O)CSC(NC(=O)c1cccnc1)(C(F)(F)F)C(F)(F)F
  6	0	-8	-4	-1	-6	-0.8	-17	i

All compounds of this part, from the start:
Each structure is followed by: CendR NRP1 mod	MT1-MMP act inh	FAS-TE inh	eLon inh	Rin1-Abl PPI inh	MsrA act	MsrA inhibitor	SKN-1 inh	Neddyl block
[1] COc1cccc(C(=O)C2CCCN(C/C=C/c3ccccc3OC)C2)c1 (configuration not stated)
  7	0	-4	-4	1	-2	-1.1	0	i
[2] C=CCn1c(O)c(N=NC(=O)c2ccccc2NS(=O)(=O)c2cccs2)c2ccccc21
  8	8	-10	-1	-1	-6	-0.7	1	i
[3] COc1ccccc1N1C(=O)c2ccccc2NC1c1ccc(O)cc1 (configuration not stated)
  3	0	-2	-8	0	-3	1.1	12	x
[4] Cc1ccccc1CC(=O)Nc1ccc2c(C)cc(=O)oc2c1
  14	2	-4	4	2	-4	-0.7	18	+
[5] CC(=O)Nc1ccc(CN(C)c2c(C)nc3ccc(C(=O)N(C)Cc4ccco4)cn23)cc1
  9	-4	-6	5	-3	0	0.3	8	i
[6] O=C(O)CSC(NC(=O)c1cccnc1)(C(F)(F)F)C(F)(F)F
  6	0	-8	-4	-1	-6	-0.8	-17	i
[7] COc1ccc(CC(=O)Nc2ccncc2Cl)cc1
  9	9	-7	-2	-1	-1	-0.9	-4	i
[8] CCOC(=O)C1=CC[C@@H](c2ccccc2)N(S(=O)(=O)c2ccc(C)cc2)[C@H]1c1ccc(C#N)cc1
  16	-3	28	1	0	-3	-0.3	3	i
[9] COc1cccc(NC(=O)c2cccs2)c1
  4	0	-3	1	-1	-3	-1.7	-2	i
[10] CCc1ncc(CN2CCC(C(=O)Nc3cccc(-c4cscn4)c3)CC2)cn1
  10	-2	-4	4	3	-2	1.8	-6	i
[11] Cc1cc(C)n2nc(C(=O)OCC(=O)Nc3cc(S(=O)(=O)N4CCOCC4)ccc3Cl)nc2n1
  -1	2	-2	2	0	-9	-0.2	-11	i
[12] Cc1ccc(OC(C)C(=O)Nc2ccncc2)cc1C (configuration not stated)
  -9	7	-4	2	-1	-9	0.1	-16	i
[13] COc1cc(C=C2CCCC(=Cc3ccc(OCC4CO4)c(OC)c3)C2=O)ccc1OCC1CO1 (configuration not stated)
  -18	-26	5	-118	-8	-3	0.9	5	i
[14] Cc1cc(C)nc(/N=C(\N)Nc2ccc(S(=O)(=O)O)cc2)n1
  12	-1	-6	5	5	-5	2.3	-3	i
[15] CCOC(=O)Cc1csc(NC(=O)CC(C)(C)CC(=O)O)n1
  3	-3	-6	8	2	-4	-1.0	2	i
[16] O=C(Nc1ccc(Cl)c(S(=O)(=O)N2CCOCC2)c1)c1ccncc1
  -5	3	-4	-7	-2	-11	-0.8	-9	i
[17] COc1cccc(CC(=O)Nc2ccccc2C(=O)N2CCOCC2)c1
  3	-1	-11	-12	2	-6	-0.1	0	i
[18] Cc1ccc(C(=O)OC(C)C(=O)N(C)C2CCCCC2)cc1S(=O)(=O)N1CCCCC1 (configuration not stated)
  -2	1	19	-2	1	0	0.3	11	i
[19] CC(=O)Nc1ccc(C=NNc2nnc(NN=Cc3ccc(NC(C)=O)cc3)c3ccccc23)cc1
  -25	3	-4	-33	4	-9	1.7	-15	i
[20] CCC(=O)N1CCN(c2ccccc2NC(=O)COc2cccc(C)c2C)CC1
  8	-4	17	-1	-1	-4	-0.6	-7	i
[21] CN(C)C(=O)c1cccn(Cc2ccc(C(F)(F)F)cc2)c1=O
  5	-2	-6	1	3	-5	-0.8	-2	i
[22] CCS(=O)(=O)N1CCC(C(=O)NCc2ccc(F)cc2Cl)CC1
  -1	-3	-6	2	0	-4	-0.7	14	i
[23] COC(=O)CCN(c1ccccc1)S(=O)(=O)c1cc(-c2cc(C)no2)ccc1OC
  5	4	6	3	3	-9	0.6	7	i
[24] CCCn1ncc2c(Nc3ccc(C)c(C)c3)ncnc21
  5	3	0	-6	1	-2	-0.3	17	i
[25] O=c1oc([C@@H](O)c2ccccc2)cc2ccccc12
  -1	-1	-5	-11	0	0	0.3	-3	i
[26] O=C(CCn1nc(-c2ccccc2)ccc1=O)N1CCN(c2ccccn2)CC1
  -8	-2	-2	6	-3	-1	1.2	3	i
[27] Cc1ccc(C(=O)NC(=S)Nc2ccc(S(=O)(=O)N(C)c3ccccc3)cc2)cc1
  -2	0	15	-9	0	4	1.2	11	i
[28] CC(C)CCOc1ccc(/C=N/N2C(=O)CSC2=S)cc1
  4	-3	13	-11	-2	2	-0.2	-3	i
[29] Cc1cccc(CC2CC(=O)N(c3ccccc3)C2=O)c1 (configuration not stated)
  -4	-5	-2	2	-3	0	-1.0	1	i
[30] CC(C)N1CCC(N2CCN(CC#Cc3ccccc3)CC2CCO)CC1 (configuration not stated)
  -8	2	-4	3	3	-6	0.0	-1	i

Going on with the list:
Each structure is followed by: CendR NRP1 mod	MT1-MMP act inh	FAS-TE inh	eLon inh	Rin1-Abl PPI inh	MsrA act	MsrA inhibitor	SKN-1 inh	Neddyl block
[31] COc1ccccc1-c1nnc(SC(C)C(=O)NCC2CCCO2)n1C (configuration not stated)
  -5	-1	-8	4	1	-2	-0.1	7	i
[32] O=C(CN1CCN(c2ccccc2O)CC1)Nc1ccnn1C1CCCC1
  -2	7	-6	0	1	-9	0.4	-12	i
[33] COc1ccc(-c2c(NC(=O)c3ccco3)n(-c3ccccc3)nc(C)c2=O)cc1
  -10	2	-5	-6	-1	-3	0.7	0	i
[34] c1ccc(-c2noc(-c3cccs3)n2)nc1
  2	0	-4	-2	2	-8	x	27	i
[35] CCC[C@H](CN[C@@H](CNC)[C@H](C)CC)NCCc1cc(C(F)(F)F)cc(C(F)(F)F)c1
  17	-3	-10	-17	3	1	-2.5	-7	i
[36] O=S(=O)(O)c1cc2oc(-c3ccccc3)nc2c2ccccc12
  -2	3	-14	-6	0	-4	2.8	14	x
[37] COc1ccc(-n2nnnc2SCC(=O)N2CCOCC2)cc1
  -3	0	-9	-3	-2	-4	-0.2	3	i
[38] O=C(CN1C(=O)/C(=C/c2ccccc2F)SC1=S)NC1C=CS(=O)(=O)C1 (configuration not stated)
  -4	0	-8	3	1	-1	0.7	25	i
[39] NS(=O)(=O)c1cccc(NC(=O)CSc2nc3ccccc3c(=O)n2CC2CCCO2)c1 (configuration not stated)
  -2	1	-4	-1	3	-2	0.2	-6	i
[40] O=C(Cc1ccc(Cl)c(Cl)c1)Nc1ccc(S(=O)(=O)Nc2ncccn2)cc1
  -18	2	0	13	2	0	1.3	15	i
[41] CCCOc1ccc(C2C(=O)N(C3CCCCC3)CC(=O)N2CCCOCC)cc1OC (configuration not stated)
  -9	-2	-2	-4	1	0	-0.7	5	i
[42] O=C(NC1CCCC1)C1CCC(=O)N1CCc1ccccc1 (configuration not stated)
  -6	6	-4	-6	0	-15	-0.1	3	i
[43] O=C(CSCC(=O)Nc1nccs1)Nc1ccccc1
  -202	5	-5	-1	-1	3	0.3	-6	i
[44] O=C(c1nc(-c2ccccc2)n(-c2ccccc2)n1)N1CCCCCC1
  -12	-7	-4	-2	0	-4	1.6	-5	i
[45] COc1ccccc1-c1nnc2sc(COc3ccc(Cl)cc3)nn12
  -5	-6	8	-6	0	-9	1.0	8	i
[46] Cc1ccc(NC(=O)NC(=O)c2cnccc2C(F)(F)F)c(C)c1
  3	-1	-2	8	2	-4	-0.7	4	i
[47] COc1cccc(CN(C)CC(=O)NC(=O)NCc2ccco2)c1
  3	4	-2	-6	0	-2	-0.2	4	i
[48] CC1(C(=O)NS(=O)(=O)c2ccc(F)cc2F)CCN1C(=O)C1CCCCC1 (configuration not stated)
  1	-5	-3	-8	0	-4	0.4	-2	i
[49] CNC(=S)N1CCN(c2nc3ccccc3s2)CC1
  3	5	-1	5	2	-3	-1.0	12	i
[50] COC(=O)N/N=C/c1cc(C)n(-c2ccc(F)cc2)c1C
  9	2	-3	-2	2	0	1.0	-5	i
[51] C/C(=N\NC(=O)CSCc1ccccc1Br)c1cccc([N+](=O)[O-])c1
  -6	4	-3	-3	-1	-3	-1.6	14	i
[52] CCOC(=O)c1c(-c2ccc(C)s2)csc1N
  5	1	7	-4	-4	-1	0.9	2	i
[53] COc1ccc(Cl)cc1NS(=O)(=O)c1ccc(S(=O)(=O)N2CCCC2)cc1
  4	-4	37	4	3	-2	0.5	11	i
[54] FC(F)(F)c1ccc(-c2cccc3c2C2CC3CCN2)cc1 (configuration not stated)
  -14	3	-5	-16	2	-11	-0.7	-9	i
[55] Nc1ccc2c(c1)COc1ccccc1O2
  -2	-1	-4	0	-3	-3	-0.7	-15	i
[56] Cc1ccc(OCCNC(=O)/C=C/c2ccccc2)cc1C
  7	5	5	1	-2	-2	-1.0	0	i
[57] CCCNC(=O)c1ccccc1NC(=O)Nc1ccccc1C
  12	0	-2	-4	0	-10	-1.5	-9	i
[58] C[N+]1(CCOS(=O)C23CC4CC(CC(C4)C2)C3)CCOCC1 (configuration not stated)
  -8	-6	-10	-5	2	-11	0.0	-3	i
[59] O=[N+]([O-])c1cccc(-c2cc3ccccc3[nH]2)c1
  6	3	21	-5	0	-3	0.0	18	i
[60] COc1ccc(-n2cccc2/C=C2/NC(=O)N(c3cccc(Cl)c3)C2=O)cc1
  -25	0	-4	-31	0	-7	1.9	6	i

New compounds follow
Each structure is followed by: CendR NRP1 mod	MT1-MMP act inh	FAS-TE inh	eLon inh	Rin1-Abl PPI inh	MsrA act	MsrA inhibitor	SKN-1 inh	Neddyl block
[61] CC(=O)Nc1ccc(C)c(NC(=S)Nc2ccc(F)cc2)c1
  5	7	-2	-9	2	-2	1.0	8	i
[62] COc1cc(/C=N\NC(=O)c2ccccc2F)ccc1Oc1ccc([N+](=O)[O-])cn1
  5	-3	11	0	-5	-2	3.0	0	i
[63] CCCCCCN1C[C@@H](O)[C@H](n2cc(COC(=O)c3ccccc3)nn2)C[C@@H]1c1ccc(OC)cc1
  -23	3	19	-8	-2	-2	0.8	6	i
[64] CC(C)(C)C(=O)Nc1ccc(C(=O)N/N=C/c2ccccc2OC(=O)c2ccc(Cl)cc2Cl)cc1
  -2	-3	44	-10	0	0	1.6	3	i

Marked active in Neddyl block (from the list above):
cpd	canonical_smiles	CendR NRP1 mod	MT1-MMP act inh	eLon inh	Rin1-Abl PPI inh	MsrA act	MsrA inhibitor	SKN-1 inh	Neddyl block
4	Cc1ccccc1CC(=O)Nc1ccc2c(C)cc(=O)oc2c1	14	2	4	2	-4	-0.7	18	+

Whole records as entered above. Order of values: CendR NRP1 mod, MT1-MMP act inh, FAS-TE inh, eLon inh, Rin1-Abl PPI inh, MsrA act, MsrA inhibitor, SKN-1 inh, Neddyl block
Nc1ccc2c(c1)COc1ccccc1O2 is entered as -2, -1, -4, 0, -3, -3, -0.7, -15, i
O=C(Cc1ccc(Cl)c(Cl)c1)Nc1ccc(S(=O)(=O)Nc2ncccn2)cc1 is entered as -18, 2, 0, 13, 2, 0, 1.3, 15, i
